Assay outcomes as filed in PubChem BioAssay.
aGal spleen mod – inhibits or activates alpha-galactosidase in human spleen homogenate; Potency, µM (titrated, usually from 80 µM), for inactives: top-dose activity change, negative = inhibition, most hits filed as inhibitors; P06280; human spleen homogenate, 4MU-alpha-Gal fluorescence, 40 min; hit rate 0.008% among 240,000;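 further: 0% = enzyme with vehicle and -100% = no enzyme basal signal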
Target sequence (P06280 32-429 limits assumed): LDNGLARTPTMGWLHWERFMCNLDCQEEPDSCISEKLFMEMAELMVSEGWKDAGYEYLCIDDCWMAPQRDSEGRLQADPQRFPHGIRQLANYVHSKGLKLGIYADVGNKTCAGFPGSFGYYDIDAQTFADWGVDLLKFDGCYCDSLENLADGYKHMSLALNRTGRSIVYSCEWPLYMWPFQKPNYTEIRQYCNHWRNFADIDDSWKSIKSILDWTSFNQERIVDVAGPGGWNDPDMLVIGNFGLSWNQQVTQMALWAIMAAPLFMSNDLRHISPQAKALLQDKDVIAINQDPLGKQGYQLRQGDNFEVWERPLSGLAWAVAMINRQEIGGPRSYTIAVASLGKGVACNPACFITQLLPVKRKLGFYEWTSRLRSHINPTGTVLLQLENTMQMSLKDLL
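Fluorogenic readout (Ex 365/Em 440 nm) of 4-methylumbelliferone released from 1 mM 4-MU-alpha-galactoside by spleen homogenate, 40 min at 37C, pH 5.0. Data normalized to no-enzyme and enzyme controls; Hill-equation AC50 from compound titrations.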
SMN2 splice up – increases expression of the SMN2 splice variant. HEK293 SMN2-luciferase splicing reporter, luminescence, 30-36 h. Potency, µM (titrated, usually from 46.1 µM), inactives show at the top dose activity change, positive = activation, usual class: activators. AID 1458. hit rate 2.8% among 210,000; further: % of control where 0% means no effect; nearly all actives have a fitted effect of over 55% in size
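HEK293 cells carry an SMN2 minigene-luciferase reporter in which exon 7 inclusion puts luciferase in frame. Cells were seeded at 2000 cells/well, attached for 10-12 hours, then exposed to compounds for 30-36 hours at 37C before ONE-Glo luminescence.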
ALDH1A1 block – inhibitors of human aldehyde dehydrogenase 1A1; Purified ALDH1A1, NADH fluorescence, propionaldehyde substrate; Potency, µM (doses to about 75.3 µM), without a hit: top-dose activity, negative = inhibition, usual class: inhibitors; P00352; hit rate 7.3% among 220,000; active means well fitted inhibition curve with a large enough effect, not every such curve was filed as active; inconclusive means small, poorly fitted or top-dose-only effect, or another doubt; inactive means no such curve, though single readings can be large or run the other way;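 further: plate controls were no enzyme wells and a reference inhibitor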
GoLoco inh red – blocks human Gai1 binding to RGS12 GoLoco peptide, red readout. AID 880. Gai1:RGS12 GoLoco peptide FP, rhodamine, 10 min. Potency, µM (top dose mostly 61.6 µM), inactives show top-dose activity, negative = inhibition, most hits filed as inhibitors. hit rate 0.44% among 230,000; active means well fitted inhibition curve with a large enough effect, not every such curve was filed as active; inactive means no such curve, though single readings can be large or run the other way; further: on the % scale 0 is the no-effect control and ±100 the full control effect; nearly all actives have a fitted effect of over 30% in size; many of its hits are not listed in these tables
Target sequence (P63096 whole entry, looked up): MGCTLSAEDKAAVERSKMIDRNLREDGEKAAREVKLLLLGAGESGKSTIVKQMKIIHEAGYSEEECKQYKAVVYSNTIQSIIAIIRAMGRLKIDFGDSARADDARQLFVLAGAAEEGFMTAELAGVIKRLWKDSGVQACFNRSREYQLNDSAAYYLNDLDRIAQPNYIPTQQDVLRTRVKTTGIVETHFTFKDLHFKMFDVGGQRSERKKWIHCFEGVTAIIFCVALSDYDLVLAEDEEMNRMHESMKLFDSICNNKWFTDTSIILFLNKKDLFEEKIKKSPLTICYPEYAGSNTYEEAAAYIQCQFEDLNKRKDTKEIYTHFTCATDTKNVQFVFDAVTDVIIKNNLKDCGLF
GAA spleen mod – lysosomal alpha-glucosidase (human) modulation; human spleen homogenate, 4-MU-alpha-glucoside fluorescence; AID 2112; P10253; Potency, µM (titrated, usually from 79.9 µM), inactives show top-dose activity change, negative = inhibition, most hits filed as inhibitors; hit rate 0.006% among 240,000;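 further: 0% = enzyme with vehicle and -100% = no enzyme basal signal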
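Human spleen homogenate (1 ug) incubated with compounds and 1 mM 4-methylumbelliferyl-alpha-D-glucopyranoside in pH 5.0 citrate/phosphate buffer, 37 C, 40 min. Stopped at pH 10; 4-MU fluorescence (Ex 365/Em 440 nm); AC50 by Hill fit.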
GAA glycogen – inhibitors or activators of human alpha-glucosidase glycogen cleavage. recombinant GAA, glycogen substrate, Amplex Red glucose oxidase fluorescence. Potency, µM (titrated, usually from 76.4 µM), inactives show at the highest dose activity change, negative = inhibition, actives largely listed as inhibitors. hit rate 0.38% among 300,000. AID 2100;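 further: 0% = full enzyme reaction and -100% = no-enzyme basal signal; the screen sought inhibitors and activators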
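Recombinant human enzyme (4 nM); glycogen substrate; 37 C, 40 min, pH 5.0. Readout: coupled glucose oxidase/Amplex Red fluorescence.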
* marks the source's active call; other numbers are inactive results; ? = inconclusive; / = not tested or not shown; [ ] = another dose, or the depositor's remark. Unless noted, the call rests on the fitted dose curve; in most records, active means well fitted curve in the direction sought with a large enough effect; inconclusive means small, poorly fitted or top-dose-only effect, or another doubt; inactive means no such curve, though single readings can be large; an effect the other way counts as inactive or inconclusive. Potency means the concentration at half of the fitted maximal effect.

1) Cc1cccc(-n2c(/C=C/c3c(C)[nH]c4ccccc34)nc3ccccc3c2=O)c1
2) Cc1oc2cc3oc(=O)c(CCC(=O)N4CCCCC4)c(C)c3cc2c1C
3) COc1cccc(N2CCN(c3c4c(nc5nncn35)CCC4)CC2)c1
4) C#CC(C)(CC)NC(=O)Cn1nnc(-c2ccc(OCc3ccccc3C)cc2)n1 (stereo not drawn)
5) COc1cc(C2Nc3c(C)cc(C)cc3-c3cc(C)nn32)cc(OC)c1O (stereo not drawn)
6) COc1ccc(C(=O)Nc2ccc(Cl)cc2C(=O)c2ccccc2)c(OC)c1
screen / no.	1	2	3	4	5	6
aGal spleen mod	/	/	/	/	/	/
SMN2 splice up	-14.8%	?	-55.6%[inhibitor]	-45.8%[inhibitor]	-4.5%	-49.4%[inhibitor]
ALDH1A1 block	/	/	/	/	/	/
GoLoco inh red	/	/	/	/	/	/
GAA spleen mod	/	/	/	/	/	/
GAA glycogen	-1.9%[76.3 µM]	-4.2%[76.3 µM]	-8.6%[76.3 µM]	-15.7%[76.3 µM]	?	9.2%[76.3 µM]

7) CCCOc1ccc(C(=O)Nc2ccc(-c3cc4ccccc4oc3=O)c(C)c2)cc1
8) COc1ccc(OCC(=O)N2CCN(Cc3cccc(OC)c3OC)CC2)cc1
9) COP(=S)(OC)Oc1nc(Cl)c(Cl)cc1Cl
10) CC(C)=CCCN1CCC(NC(=O)C(O)(c2ccccc2)C2CCCC2)CC1 (stereo not drawn)
11) C[C@H]1CO1
12) O[C@@H]1[C@@H]2O[P@@](O)(=S)OC[C@H]2O[C@H]1n1cnc2cc(Cl)c(Cl)cc21
screen / no.	7	8	9	10	11	12
aGal spleen mod	/	/	0.7%	-9.8%	13.4%	-0.7%
SMN2 splice up	-63.3%[inhibitor]	-12.3%	/	/	/	/
ALDH1A1 block	/	/	/	/	/	/
GoLoco inh red	/	/	/	/	/	/
GAA spleen mod	/	/	5.8%	-1.3%	0.8%	3.8%
GAA glycogen	12.5%[76.3 µM]	19.3%[76.3 µM]	/	/	/	/

13) NC(=O)CF
14) CC(C)(C)C(O)C(Cc1ccc(Cl)cc1Cl)n1cncn1 (stereo not drawn)
15) CCC1=CC2CN3CCc4c([nH]c5ccccc45)[C@@](C(=O)OC)(C2)[C@@H]13
16) Nc1c([N+](=O)[O-])ccc(Oc2ccccc2)c1Cl
17) CN1C2CCCC1CC(=O)C2
18) Nc1nccc(-c2c(-c3ccc(F)cc3)ncn2C2CCNCC2)n1
screen / no.	13	14	15	16	17	18
aGal spleen mod	9.3%	-8.2%	-9.2%	-2.0%	-1.3%	-1.1%
SMN2 splice up	/	/	/	/	/	/
ALDH1A1 block	/	/	/	/	/	/
GoLoco inh red	/	/	/	/	/	/
GAA spleen mod	-4.3%	-4.9%	3.3%	-0.9%	3.9%	-3.5%
GAA glycogen	/	/	/	/	/	/

19) CCCSP(=S)(OCC)Oc1ccc(Cl)cc1Cl (stereo not drawn)
20) C[C@H]1CCC/C=C/[C@@H]2C[C@H](O)C[C@H]2[C@H](O)/C=C/C(=O)O1
21) CC(=O)OCC1=C[C@H]2[C@@H]3C(C)(C)[C@]3(OC(=O)Cc3ccccc3)C[C@@H](C)[C@]2(O)[C@@H]2C=C(C)C(=O)[C@@]2(O)C1
22) CC1(C)[C@H](C(=O)O[C@H](C#N)c2cccc(Oc3ccccc3)c2)[C@@H]1C=C(Br)Br
23) C=C(C)[C@@]12OC3(c4ccccc4)O[C@@H]1[C@@H]1[C@@H]4O[C@]4(CO)[C@@H](O)[C@]4(O)C(=O)C(C)=C[C@H]4[C@@]1(O3)[C@H](C)[C@H]2OC(=O)/C=C/C=C/c1ccccc1
24) CC(=O)CC(c1ccc(O)cc1)c1c(O)c2ccccc2oc1=O (stereo not drawn)
screen / no.	19	20	21	22	23	24
aGal spleen mod	6.5%	4.8%	-5.3%	6.6%	-3.6%	-4.8%
SMN2 splice up	/	/	/	/	/	/
ALDH1A1 block	/	/	/	/	/	/
GoLoco inh red	/	/	/	/	/	/
GAA spleen mod	2.4%	1.9%	4.1%	-0.9%	-0.3%	3.8%
GAA glycogen	/	/	/	/	/	/

A different layout for four compounds above:
entry | Molecule | aGal spleen mod | SMN2 splice up | ALDH1A1 block | GoLoco inh red | GAA spleen mod | GAA glycogen
1 | Cc1cccc(-n2c(/C=C/c3c(C)[nH]c4ccccc34)nc3ccccc3c2=O)c1 | / | -14.8% | / | / | / | -1.9%[76.3 µM]
2 | Cc1oc2cc3oc(=O)c(CCC(=O)N4CCCCC4)c(C)c3cc2c1C | / | ? | / | / | / | -4.2%[76.3 µM]
3 | COc1cccc(N2CCN(c3c4c(nc5nncn35)CCC4)CC2)c1 | / | -55.6%[inhibitor] | / | / | / | -8.6%[76.3 µM]
4 | C#CC(C)(CC)NC(=O)Cn1nnc(-c2ccc(OCc3ccccc3C)cc2)n1 (stereo not drawn) | / | -45.8%[inhibitor] | / | / | / | -15.7%[76.3 µM]

(more compounds)
25) CC(Cc1ccc(C(C)(C)C)cc1)CN1CCCCC1 (stereo not drawn)
26) C/C=C1/C[C@@H](C)[C@@](C)(O)C(=O)OCC2=CCN3CC[C@@H](OC1=O)[C@@H]23
27) Cc1occc1C(=O)Nc1ccccc1
28) CC(=O)C(O)C(c1ccccc1)c1c(O)c2ccccc2oc1=O (stereo not drawn)
29) CNC(=S)S
30) O=C(O)c1cc([N+](=O)[O-])cc([N+](=O)[O-])c1O
screen / no.	25	26	27	28	29	30
aGal spleen mod	-5.2%	3.2%	10.9%	13.5%	1.3%	3.8%
SMN2 splice up	/	/	/	/	/	/
ALDH1A1 block	/	/	/	/	/	/
GoLoco inh red	/	/	/	/	/	/
GAA spleen mod	-2.5%	4.7%	5.3%	1.4%	-2.7%	-3.8%
GAA glycogen	/	/	/	/	/	/

Taken from above:
no. 29 in GAA spleen mod = -2.7%
no. 25 in GAA spleen mod = -2.5%
no. 26 in aGal spleen mod = 3.2%
no. 27 in aGal spleen mod = 10.9%
no. 28 in GAA spleen mod = 1.4%
no. 30 in aGal spleen mod = 3.8%

Following part
31) C[C@@H]1Cc2c(Cl)cc(C(=O)N[C@H](Cc3ccccc3)C(=O)O)c(O)c2C(=O)O1
32) CCCCCCCC/C=C\CCCCCCCC(=O)OC[C@@H](COP(O)(O)=S)OC
33) CCOC(=O)CCN(SN(C)C(=O)Oc1cccc2c1OC(C)(C)C2)C(C)C
34) O=C1NC(=S)NC(=O)C1C(=O)Nc1ccccc1
35) C#Cc1cccc2c1c(C(=O)c1ccc(Cn3c(C)nc4cnccc43)c(F)c1)cn2C(=O)N(C)C
36) CC[C@]12C=CCN3CC[C@@]4(c5ccc(OC)cc5N(C)[C@H]4[C@@](O)(C(=O)OC)[C@@H]1OC(C)=O)C32 (stereo partly drawn)
screen / no.	31	32	33	34	35	36
aGal spleen mod	?	-6.5%	5.3%	11.7%	-0.4%	1.0%
SMN2 splice up	/	/	/	/	/	/
ALDH1A1 block	/	/	/	/	/	/
GoLoco inh red	/	/	/	/	/	/
GAA spleen mod	?	-2.7%	4.8%	3.1%	-6.9%	4.5%
GAA glycogen	/	/	/	/	/	/

37) O=P1(Oc2ccccc2)CC=CC(COCc2ccccc2)O1 (stereo not drawn)
38) C[C@@H]1C[C@@H]2[C@H]([C@H]3C=C(COC(=O)c4ccccc4)[C@@H](O)[C@]4(O)[C@@H](O)C(OC(=O)c5ccccc5)=C[C@@]14C3=O)C2(C)C
39) CCOC(=O)N(C)C(=O)CSP(=S)(OCC)OCC
40) C[C@@H](NC(=O)[C@@H](N)Cc1ccc(O)cc1)C(=O)NCC(=O)N(C)[C@@H](Cc1ccccc1)C(=O)NCCO
41) CC(Cc1ccc(C(C)(C)C)cc1)CN1CC(C)OC(C)C1 (stereo not drawn)
42) Cc1ncc2n1-c1ccc(Cl)cc1C(c1ccccc1F)=NC2O (stereo not drawn)
screen / no.	37	38	39	40	41	42
aGal spleen mod	5.3%	3.2%	-11.4%	-6.1%	2.4%	-10.0%
SMN2 splice up	/	/	/	/	/	/
ALDH1A1 block	/	/	/	/	/	/
GoLoco inh red	/	/	/	/	/	/
GAA spleen mod	3.2%	-0.1%	-8.6%	-0.3%	4.2%	-4.2%
GAA glycogen	/	/	/	/	/	/

43) ClCC1C(CCl)C2(Cl)C(Cl)=C(Cl)C1(Cl)C2(Cl)Cl (stereo not drawn)
44) Cc1cc(OC(=O)N(C)C)nn1C(=O)N(C)C
45) Cc1ccc2nc3sc(=O)sc3nc2c1
46) Cc1ccc(NC(=O)N(C)C)cc1Cl
47) COC(=O)C[C@@](O)(CCC(C)(C)O)C(=O)O[C@@H]1C(OC)=C[C@]23CCCN2CCc2cc4c(cc2[C@@H]13)OCO4
48) CN1C2CC(=O)CC1C(O)C2 (stereo not drawn)
screen / no.	43	44	45	46	47	48
aGal spleen mod	-2.0%	0.8%	-2.0%	-0.8%	6.0%	10.8%
SMN2 splice up	/	/	/	/	/	/
ALDH1A1 block	/	/	/	/	/	/
GoLoco inh red	/	/	/	/	/	/
GAA spleen mod	-0.3%	-1.5%	-0.5%	3.7%	6.4%	0.4%
GAA glycogen	/	/	/	/	/	/

6 compounds from above, limited to aGal spleen mod, GAA glycogen and ALDH1A1 block.
| No. | Compound | aGal spleen mod | GAA glycogen | ALDH1A1 block |
| --- | --- | --- | --- | --- |
| 43 | ClCC1C(CCl)C2(Cl)C(Cl)=C(Cl)C1(Cl)C2(Cl)Cl (stereo not drawn) | -2.0% | / | / |
| 47 | COC(=O)C[C@@](O)(CCC(C)(C)O)C(=O)O[C@@H]1C(OC)=C[C@]23CCCN2CCc2cc4c(cc2[C@@H]13)OCO4 | 6.0% | / | / |
| 44 | Cc1cc(OC(=O)N(C)C)nn1C(=O)N(C)C | 0.8% | / | / |
| 46 | Cc1ccc(NC(=O)N(C)C)cc1Cl | -0.8% | / | / |
| 48 | CN1C2CC(=O)CC1C(O)C2 (stereo not drawn) | 10.8% | / | / |
| 45 | Cc1ccc2nc3sc(=O)sc3nc2c1 | -2.0% | / | / |

Next section:
49) CCCOCCN(C(=O)CCl)c1c(CC)cccc1CC
50) CN1CC[C@@]2(C)c3cc(O)ccc3N(C)C2O1 (stereo partly drawn)
51) CCC(C(N)=O)N1CCCC1=O (stereo not drawn)
52) COC(=O)[C@H]1C(=O)c2ccccc2O[C@@](C(=O)OC)(c2ccccc2)[C@@H]1c1ccccc1
53) C/C=C(\C)C(=O)N[C@@H](c1ccccc1)[C@@H](O)C(=O)O[C@H]1C[C@@]2(O)[C@@H](OC(=O)c3ccccc3)C3[C@](C)(C(=O)[C@H](OC(C)=O)C(=C1C)C2(C)C)[C@@H](O)C[C@H]1OC[C@@]31OC(C)=O (stereo partly drawn)
screen / no.	49	50	51	52	53
aGal spleen mod	3.7%	11.5%	9.2%	-8.5%[17.5 µM]	9.5%
SMN2 splice up	/	/	/	/	/
ALDH1A1 block	/	/	/	-6.6%[13.5 µM]	/
GoLoco inh red	/	/	8.8%	/	/
GAA spleen mod	3.4%	10.7%	15.4%	3.0%[17.4 µM]	-1.2%
GAA glycogen	/	/	/	/	7.6%[76.3 µM]

Not all compounds are listed; the hit share may differ from the screen's.
